Bioassay records as filed in PubChem BioAssay.
CFTR F508del cor – CFTR F508del correction in bronchial cells | AID 720511 | activity (quench increase), % at 7.58 µM | CFBE cells, YFP halide quenching; stimulated with forskolin plus potentiator P3; % fluorescence drop versus neutral controls | 350,000 compounds, 0.36% hits;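 active = mean added fluorescence quench of at least 8% versus neutral control, with both replicates also reaching 8%; inconclusive = only one of the mean or replicate conditions met; inactive = mean below 8% and not both replicates reaching 8%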;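 note: cells transiently co-express mutant CFTR-F508del with the halide-sensitive YFP; corrector assay measuring rescue of mutant channel to the surface after 24 h compound exposure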
PglD inh – PglD (C. jejuni) enzyme inhibition; purified PglD enzyme, DTNB colorimetric CoA detection; inhibition, % at 12.5 µM; 360,000 compounds, 0.098% hits; AID 602405; in the data active = inhibition above about 16%, passing the limit was not always enough; inconclusive = no clear call, values can overlap the other calls; note: strong numbers were not always called active
INS-1E GSIS act – GLuc luminescence reporter in INS-1E cells, primary screen for activators of glucose-dependent secretion of insulin | INS-1E GLuc reporter insulin secretion, 2-3 h | activation, % at 16.6 µM | 370,000 compounds, 0.61% hits | AID 743287;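 active = lowest replicate activation of at least 40%, so every replicate reaches that level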;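 note: 0% = median of neutral control wells and 100% = median of IBMX positive control wells; some compounds called inactive have numbers as strong as hits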
Statin myotox sup – suppressors of simvastatin-induced myotoxicity in C2C12 myotubes; rescue of ATP level, % at 7.49 µM; AID 602340; 330,000 compounds, 0.78% hits; ATP luminescence, 48 h; scaled: DMSO 0, geranylgeraniol control 100;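 active = mean ATP rescue above about 67%, or every replicate alone reaching that limit, limit read from the data, passing the limit was not always enough; inconclusive = no clear call, values can overlap the other calls; inactive = mean under the limit and some replicate under it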;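 note: myotubes were challenged with 10 µM simvastatin during compound exposure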
miR122 inh – inhibitors of miR-122 in Huh7 cells; activation (reporter increase), % at 12.5 µM; 340,000 compounds, 0.3% hits; Huh7 miR-122 Renilla luciferase sensor, 48 h; neutral wells = 0, positive control = 100;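 active = mean replicate activation score at least 90 and every replicate individually at or above 90; inconclusive = only one of the two criteria met; inactive = neither criterion met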;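 note: higher luciferase means less miR-122 activity so hits act as miR-122 inhibitors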
PGC1a acetyl inh – lowers PGC1a acetylation signal in U2OS cells; inhibition, % at 15.6 µM; AID 651687; AlphaScreen anti-acetyl-lysine; with virally co-expressed GCN5 acetyltransferase; 350,000 compounds, 0.17% hits;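 active = every replicate shows inhibition of at least 40%; inconclusive = mean inhibition at least 40% but some replicate below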;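 note: 0% = neutral control wells and 100% = positive control wells; some results beyond the cut were filed as inactive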
Cneo AK release – causes C. neoformans cell lysis; AID 651654; adenylate kinase release luminescence, 4 h; normalised: neutral wells 0, clomiphene wells 100; lysis activity, % at 15 µM; 360,000 compounds, 0.2% hits;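 active = mean lysis activity across replicates of at least 80%, whatever share of replicates individually reach that level; inactive = mean lysis activity below 80%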
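Material: C. neoformans cells | Amount: Yeast cell density of 5 × 10^6 cells/mL | Medium: Fresh YPD growth medium | Dosing: Single dose | Times: Static 4 h at 37 °C with compound, 1 h detection | Detection: AK luminescence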
FN deposit inh – fibronectin deposition inhibition | AH1F fibroblasts, Alexa488-fibronectin deposition fluorescence, overnight | inhibition, % at 12.6 µM | 350,000 compounds, 0.086% hits | AID 743247;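 active = mean inhibition across replicates of 30% or more, regardless of how many single replicates reach that level; inconclusive = mean under 30% yet at least half of replicates reach 30%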;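 note: positive control wells lacked labelled fibronectin entirely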
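Assay system: AH1F fibroblasts / Quantity: 10000 cells per well / Medium: DMEM plus 2% serum, read in PBS / Reagent: labelled fibronectin 24 nM / Dosing: single dose, pinned / Times: 1 h cell attachment, overnight exposure to compound and label / Signal: fluorescence, ex 485 nm, em 525 nm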
* marks the source's active call; other numbers are inactive results; ? = inconclusive; . = no result given; [ ] = remark or other dose.

[1] COc1ccccc1-c1cnc(C(O)c2ccc(CN3CCCC3)cc2)[nH]1 (stereo unspecified)
[2] S=C(Nc1ccc(Cl)cc1)N1CCCC1
[3] O=C(COc1ncnc2sccc12)Nc1cccc(S(=O)(=O)N2CCCC2)c1
[4] CCCCOc1ccc(CSC(CC(=O)O)C(=O)O)cc1 (stereo unspecified)
[5] O=C(CSc1nnc2scc(-c3ccc(Cl)cc3)n12)NCc1ccc2c(c1)OCO2
[6] CC(=O)CCn1c(=O)n(CCC(C)=O)c(=O)n(CCC(C)=O)c1=O
[7] O=c1ccc(-c2ccc(S(=O)(=O)NCC3CCN(Cc4cccc(F)c4)CC3)s2)n[nH]1
[8] NC(=S)Nc1ccc(Oc2ccc(NC(N)=S)cc2)cc1

Assay by compound	1	2	3	4	5	6	7	8
CFTR F508del cor	2.8	.	0.1	.	2.3	.	2.1	2.2
PglD inh	7	-3	-2	-1	.	1	-1	-9
INS-1E GSIS act	.	.	17	.	.	.	6	39
Statin myotox sup	-8	8	4	.	26	-5	-10	2
miR122 inh	-10	37	-4	0	-3	-2	-7	.
PGC1a acetyl inh	.	13	-6	-4	-1	2	-1	-6
Cneo AK release	0	-3	-1	0	.	-2	1	0
FN deposit inh	-3	5	-7	.	.	.	-1	.

[9] O=C(Nc1ccc(/C=C/c2nc3ccccc3o2)cc1)c1ccc(F)cc1
[10] Cn1c(SCC(=O)NCCc2ccccc2)nnc1-c1ccco1
[11] CN1CCN(CCCn2cnc3c(=O)oc4ccccc4c32)CC1
[12] Cc1ccc(CN2C(=O)N/C(=C/c3ccc(-c4ccc(C(=O)O)cc4)o3)C2=O)cc1
[13] Cc1cccc(Nc2nc(N)nc(N)c2N=O)c1
[14] O=C(Cc1cccc(NC(=O)C2CCCN(C(=O)c3ccccc3)C2)c1)Nc1cccc(C(=O)N2CCOCC2)c1 (stereo unspecified)
[15] COCCCNc1ccn2nc(-c3cccc(OCc4ccccc4)c3)cc2n1
[16] Nc1ccccc1NC(=O)c1ccccc1N

Assay by compound	9	10	11	12	13	14	15	16
CFTR F508del cor	.	.	.	0.1	-0.5	-1.5	1.7	.
PglD inh	-2	-4	2	.	-6	-2	-4	2
INS-1E GSIS act	.	.	-9	-18	19	-12	.	.
Statin myotox sup	4	2	.	.	-5	11	-10	-4
miR122 inh	3	2	1	.	5	-1	.	-1
PGC1a acetyl inh	9	9	.	-1	.	?	.	41
Cneo AK release	0	0	0	.	-1	-1	-20	-7
FN deposit inh	.	-2	3	-4	13	-11	-8	6

[17] C=CCSc1nc(-c2ccccc2)c(C#N)c(=O)[nH]1
[18] Nc1cc2c(cc1C(=O)c1ccc(Cl)cc1)OCCO2
[19] O=C(C[C@H]1CC[C@H](NC(=O)Nc2ccc3c(c2)OCO3)[C@H](CO)O1)NCc1ccc(F)cc1
[20] COc1ccccc1-c1cnc(C(O)c2ccc(Cl)c(Cl)c2)[nH]1 (stereo unspecified)
[21] Cc1cc(NC(=O)c2nn(C)c(C)c2Br)no1
[22] COC(CNC(=O)c1ccc(CS(=O)(=O)c2ccc(C)cc2)o1)OC
[23] COc1ccc2oc(N)nc2c1
[24] COC(=O)CSc1n[nH]c(-c2cccnc2)n1

Assay by compound	17	18	19	20	21	22	23	24
CFTR F508del cor	.	.	0.7	0.1	0.9	-2.9	3.5	-3.4
PglD inh	-1	1	0	-4	-4	8	-5	-5
INS-1E GSIS act	.	.	4	0	38	0	.	-3
Statin myotox sup	-15	-4	1	10	-10	3	2	15
miR122 inh	-4	0	.	3	26	4	1	-8
PGC1a acetyl inh	16	8	-1	.	0	.	.	11
Cneo AK release	0	-3	7	-1	1	-2	0	-3
FN deposit inh	.	.	.	-1	1	2	0	.

Two records drawn at random from those above:
[24] COC(=O)CSc1n[nH]c(-c2cccnc2)n1
[12] Cc1ccc(CN2C(=O)N/C(=C/c3ccc(-c4ccc(C(=O)O)cc4)o3)C2=O)cc1

Assay by compound	24	12
CFTR F508del cor	-3.4	0.1
PglD inh	-5	.
INS-1E GSIS act	-3	-18
Statin myotox sup	15	.
miR122 inh	-8	.
PGC1a acetyl inh	11	-1
Cneo AK release	-3	.
FN deposit inh	.	-4

Next structures follow:
[25] COC(=O)C1=C(CSc2nncn2C)NC(=O)NC1c1cc(C)ccc1C (stereo unspecified)
[26] CCc1nn(CC(=O)NCCC(C)C)c(=O)c2cc3c(OC)cccc3n12
[27] Cc1cc(C)c(-c2c(N)cc(Br)cc2Br)c(N)c1
[28] CC(=O)c1ccc(S(=O)(=O)N(Cc2cc3cc4c(cc3[nH]c2=O)OCCO4)CC2CCCO2)cc1 (stereo unspecified)
[29] CC[C@@]1(C(=O)OC)N[C@H](CN(C)C(C)=O)[C@@H]2C(=O)N(Cc3ccccc3)C(=O)[C@@H]21
[30] Clc1c(-c2nnc3n2CCCCC3)sc2ccccc12
[31] Cc1ccc(NC(=O)CC2(CC(=O)O)CCCC2)cc1
[32] CS(=O)(=O)N1CCc2cc(C(=O)Nc3ccccc3Br)ccc21

Assay by compound	25	26	27	28	29	30	31	32
CFTR F508del cor	.	-6.6	2.5	.	-2.6	.	-0.6	-0.9
PglD inh	-7	-5	-4	-2	1	-3	2	0
INS-1E GSIS act	29	15	16	.	24	.	3	35
Statin myotox sup	11	23	6	11	8	10	-7	0
miR122 inh	-3	-2	6	5	.	3	-4	-1
PGC1a acetyl inh	-9	.	7	9	.	12	-8	4
Cneo AK release	24	0	-1	-1	0	-1	2	0
FN deposit inh	.	-7	-6	-2	-6	.	-1	3

[33] CC(=O)c1ccc(S(=O)(=O)N2CCNCC2)cc1
[34] CC(=O)N(C)C[C@H]1Oc2ncc(-c3cccc(F)c3)cc2C(=O)N([C@H](C)CO)C[C@H]1C
[35] Cc1cc(C)n(-c2ccc(Cl)c(Cl)c2)n1
[36] CN(C)c1ccc(CN(C(=O)c2cc3ccccc3oc2=O)C2CCS(=O)(=O)C2)cc1 (stereo unspecified)
[37] CCN1C(=O)[C@H]2[C@@H](c3ccc(-c4ccc(Cl)c(Cl)c4)cc3)N[C@@](Cc3ccccc3)(C(=O)OC)[C@H]2C1=O
[38] Cc1ccc(S(=O)(=O)CCC(=O)OCC(=O)NC(N)=O)cc1
[39] COc1ccc(C#Cc2ccc([C@H]3[C@@H](CO)N4CCCCN(C(=O)Nc5ccc(F)cc5)C[C@@H]34)cc2)cc1
[40] COc1ccccc1-c1nc2ccccc2nc1-c1ccccc1OC

Assay by compound	33	34	35	36	37	38	39	40
CFTR F508del cor	0.5	0.0	-1.2	-2.2	5.5	-1.3	2.9	.
PglD inh	2	3	-3	-14	5	.	7	.
INS-1E GSIS act	0	19	-12	23	-3	4	-10	14
Statin myotox sup	-24	-2	4	-7	2	.	.	-3
miR122 inh	-19	-2[16.7 µM]	2	1	.	.	-8[16.7 µM]	2
PGC1a acetyl inh	9	2	4	4	.	4	0	6
Cneo AK release	9	1	-2	-1	5	.	-2	.
FN deposit inh	-10	-6	.	0	-30	1	.	-11

[41] COC(=O)c1ccc(NS(=O)(=O)c2cc3c4c(c2)CCN4C(=O)CC3)cc1
[42] O=C(c1ccc(CS(=O)(=O)c2ccc(Br)cc2)o1)N1CCN(c2ccc(F)cc2)CC1
[43] CC(C)C[C@H](N)c1nnc(S(=O)(=O)Cc2cccc(F)c2)o1
[44] O=C(c1cc(=O)[nH]c2ccccc12)N1CCc2ccccc2C1
[45] COc1ccc(S(=O)(=O)N2C[C@H](O)COC[C@@H]3O[C@H](CC(=O)N[C@@H]4CCN(Cc5ccccc5)C4)CC[C@H]32)cc1
[46] COc1ccccc1NS(=O)(=O)c1cc(N/C(=N\S(=O)(=O)c2ccccc2)c2ccc(F)cc2)ccc1Cl
[47] CN(CC(=O)N1CCN(Cc2ccccc2)CC1)C(=O)Cc1ccc(Cl)c(Cl)c1
[48] N#Cc1c(N)c(C(=O)c2ccc(Br)cc2)n2c1CCC2

Assay by compound	41	42	43	44	45	46	47	48
CFTR F508del cor	0.4	1.3	0.4	0.2	-2.4	-3.7	-0.3	.
PglD inh	1	1	-3	-1	5	-2	-2	0
INS-1E GSIS act	-20	0	-8	4	-5	9	-17	.
Statin myotox sup	3	-3	31	13	-8	-46	0	.
miR122 inh	18	-10	-3	0	-5[16.7 µM]	74	-7	-8
PGC1a acetyl inh	.	-9	-6	5	-8	2	5	15
Cneo AK release	2	-1	-1	0	2	5	0	-1
FN deposit inh	3	16	.	2	-7	1	-2	.

[49] O=[N+]([O-])c1ccccc1COc1ccc(Cl)c2cccnc12
[50] CN(CC(=O)Nc1ccccc1Br)C(=O)c1cc(S(=O)(=O)N(C)C)ccc1N1CCCC1
[51] FC(F)c1nc2ccccc2[nH]1
[52] O=C(CSc1ccc(Br)cc1)N1CCN(S(=O)(=O)c2ccccc2)CC1
[53] Cc1noc(C)c1COc1cccc(C(=O)OCC(=O)NC(=O)c2ccc(OC(F)F)cc2)c1
[54] Cc1ccc(NC(=O)CCNS(=O)(=O)c2ccc3[nH]c(=O)oc3c2)c(C)c1
[55] CC(=O)c1cccc(N(CC(=O)N2CCCC2)S(C)(=O)=O)c1
[56] CC(=O)Nc1ccc(/C=N/NC(=O)CNC(=O)c2ccccc2)cc1
[57] NS(=O)(=O)c1ccc(SCc2ccccc2)nc1
[58] COCCNc1c2c(nc3c(-c4ccccc4)c(C)nn13)CCC2

Assay by compound	49	50	51	52	53	54	55	56	57	58
CFTR F508del cor	2.2	4.2	-0.7	0.9	.	3.6	-2.6	0.3	-1.4	-0.7
PglD inh	-5	3	.	1	13	-3	-1	.	0	-5
INS-1E GSIS act	-2	-13	-1	-15	8	-1	2	9	-7	.
Statin myotox sup	21	10	-1	15	2	15	3	20	19	.
miR122 inh	.	5	-4	-1	0	6	.	-7	-5	-2
PGC1a acetyl inh	.	-9	-4	-3	5	-8	-1	-27	6	-18
Cneo AK release	-3	9	.	0	0	1	0	.	-4	-3
FN deposit inh	1	-2	4	.	-4	3	.	4	4	7
